Pf growth 48h – Primary qHTS for delayed death inhibitors of the malarial parasite plastid, 48 hour incubation; P. falciparum luciferase growth in erythrocytes, 48 h; Potency, µM (titrated, usually from 28.7 µM), without a hit: at the top dose activity change, negative = inhibition, usual class: inhibitors; actives 5.9% (n = 310,000); note: potency is the fitted concentration of half-maximal effect; % is set by controls: 0 for no effect and ±100 for the full control effect
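Here the parasites carry a stable luciferase gene and grow inside erythrocytes in Albumax-based RPMI medium with compound for one erythrocytic cycle. Activity is scored as loss of luminescent signal.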
Shiga inhibitor – A qHTS for Small Molecule Inhibitors of Shiga Toxin | Vero cells, Shiga toxin protein synthesis inhibition reporter | inhibition, % at 38.7 µM | actives 9.2% (n = 290,000) | AID 2315, 2010; in the data active = inhibition mostly above about 28%, no sharp cut-off; inactive = mostly below about 43%; note: 0% is about no effect
HCV inhibitor – qHTS Assay for Inhibitors of Hepatitis C Virus (HCV); Huh7.5.1 HCVcc-Cre infection, luciferase reporter, 44 h; Potency, µM (series often up to 41.8 µM), for inactives: at the highest dose activity change, negative = inhibition, most hits filed as inhibitors; actives 3.4% (n = 340,000); note: potency is the fitted concentration of half-maximal effect; % is set by controls: 0 for no effect and ±100 for the full control effect
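Cells (1,000/well) were plated 4 h before compound, then infected with HCVcc-Cre virus (~0.5 moi). After 44 h further culture, infection was read as luciferase luminescence following a 15 min substrate incubation at room temperature.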
Pf growth 96h – Primary qHTS for delayed death inhibitors of the malarial parasite plastid, 96 hour incubation; actives 6.9% (n = 320,000); P. falciparum luciferase reporter growth, 96 h; AID 504834, 2011; Potency, µM (titrated, usually from 28.7 µM), for the others: top-dose activity change, negative = inhibition, hits mostly inhibitors; note: potency is the fitted concentration of half-maximal effect; % is set by controls: 0 for no effect and ±100 for the full control effect
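P. falciparum expressing integrated firefly luciferase grown in erythrocytes (2% hematocrit, 0.05% parasitemia final) with compounds for 96 hours at 37 C, 5% CO2. Growth inhibition read as loss of luminescence after adding luciferase detection reagent.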
CHX counter – Cycloheximide Counterscreen for Small Molecule Inhibitors of Shiga Toxin; cell reporter, cycloheximide protein synthesis inhibition counterscreen; max response, %; actives 12% (n = 300,000); AID 2314, 2010; in the data active = max response mostly above about 13%, no sharp cut-off; inactive = mostly below about 14%; note: read at 38.3 µM for the half of the compounds with a filed dose; 0% is about no effect
Giardia FBPA inh – qHTS Assay for Inhibitors of Fructose-1,6-bisphosphate Aldolase from Giardia Lamblia; actives 0.71% (n = 290,000); purified Giardia FBPA; Potency, µM (series often up to 59.6 µM), without a hit: at the highest dose activity, negative = inhibition, usual class: inhibitors; AID 2451, 2010; A8B2U2; note: potency is the fitted concentration of half-maximal effect; % is set by controls: 0 for no effect and ±100 for the full control effect; nearly all actives have a fitted effect of over 55% in size
Target sequence (A8B2U2 whole entry, looked up): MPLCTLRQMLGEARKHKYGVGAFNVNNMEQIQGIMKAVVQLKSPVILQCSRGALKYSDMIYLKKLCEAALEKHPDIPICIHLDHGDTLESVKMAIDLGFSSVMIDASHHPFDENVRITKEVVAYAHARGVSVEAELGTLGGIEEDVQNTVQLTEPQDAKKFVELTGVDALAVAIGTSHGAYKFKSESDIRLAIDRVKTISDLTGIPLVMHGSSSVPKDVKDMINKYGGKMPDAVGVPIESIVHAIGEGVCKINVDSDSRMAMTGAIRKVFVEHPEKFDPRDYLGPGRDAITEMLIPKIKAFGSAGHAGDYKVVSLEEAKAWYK
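40 nM FBPA preincubated 10 min at RT with compound (up to 57.5 uM final), then substrate plus GAPDH/TPI/NAD/arsenate coupling and diaphorase/resazurin added. Fluorescence read after 20 min at RT, 525/598 nm.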
Starred values were filed as active, the others as inactive; i = inactive; ? = inconclusive; . = no result given; & = joins results of further samples; [ ] = dose if it differs, or a comment. Unless noted, calls come from the whole dose curve; as a rule, active = well fitted curve in the direction sought with a large enough effect; inconclusive = small, poorly fitted or top-dose-only effect, or another doubt; inactive = no such curve, though single readings can be large; an effect the other way counts as inactive or inconclusive.

Compound | Pf growth 48h | CHX counter | Giardia FBPA inh | Pf growth 96h | HCV inhibitor | Shiga inhibitor
Cc1ccc(CCNC(=O)C23CN(Cc4ccccc4)CC2C(c2ccc([N+](=O)[O-])cc2)=NO3)cc1 (stereo unspecified) | ? | 10 | 8% | ? | 4% | 60
COc1cccc(NC(=O)c2ccccc2Br)c1 | 111%[activator] | 28* | 0% | -16% | 6% | .
Cc1ccc(C)c(NC(=O)c2ccccn2)c1 | 128%[activator] | 32* | -12% | . | ? | 47*
CCc1nc2oc3ccc(C)cc3c(=O)c2cc1C(=O)OC | 173%[activator] | 24* | 3% | 221%[activator] | -19% | 30*
O=C1CC(c2ccccc2)CC(O)=C1C=NCC1CCCO1 (stereo unspecified) | 9% | 5 | 4% | ? | 24% | -17
CCS(=O)(=O)Nc1c(C)n(C)n(-c2ccccc2)c1=O | . | 10 | 5% | ? | 16% | -1
N#CC(c1ccc(Cl)cc1)c1ncc(C(F)(F)F)cc1Cl (stereo unspecified) | -12% | 14 | -17% | 18% | 3% | 11
CC1CCCC(NC(=O)C2N(CCCN3CCCC3)C(=O)C3C(C(=O)Nc4ccc(Cl)cc4)C4C=CC32O4)C1C (stereo unspecified) | ? | 3 | -8% | 5.9µM* | -15% | 5
O=C(O)CCCC(=O)NS(=O)(=O)c1ccc(Cl)cc1 | . | -2 | 17% | 16% | -3% | -13
Cc1cc2c(c(=O)n1Cc1ccccc1)C1O[C@](c3ccsc3)(Cc3cc(C#N)ccc31)O2 | 1.7µM* | -1 | -6%[12.9 µM] | 22%[5.75 µM] | . | i
C=C1CCC(C)C(C)(CCC2=CCOC2=O)C/C=C\C=C/1C(=O)O (stereo unspecified) | -1% | 0 | 22% | -11% | 22% | -8
CCc1ccc(N(CC(=O)Nc2ccc(OC)cc2OC)S(C)(=O)=O)cc1 | 17% | 6 | 1% | 0% | -1% | 55
Cc1cccc(NC(=O)c2sc(Cl)nc2C)c1C | 16% | -1 | 1% | ? | 3% | -7
CCC(=O)N1CCc2cc(S(=O)(=O)CCC(=O)N3CCN(c4ccc(F)cc4)CC3)ccc21 | -19% | -5 | 12% | 1µM* | -9% | 13
COc1ccc2oc(C(=O)OCC(=O)N(CCC#N)c3ccccc3)c(C)c2c1 | ? | -3 | . | ? | ? | -28
CC(C)CC(=O)N/C(N)=N/c1nc2ccccc2s1 | . | 45* | -10% | 7% | ? | 62*
CC1(C)C(=O)C2(CCCCC2)C(=O)OC1c1cccc([N+](=O)[O-])c1 (stereo unspecified) | 33%[activator] | -3 | 1% | 0% | 7% | -6
O=C(O)CCN1C(=O)/C(=C/c2cn(-c3ccccc3)nc2-c2cccs2)SC1=S | -14% | 1 | 1% | 18% | 3% | -4
CC(C)CN(/C=N/c1sc2c(c1C#N)CCCCC2)CC(C)C | . | -2 | -1% | ? | -19% | -4
O=C(COc1ccccc1)Nc1ccc2c(c1)nc1n2CCOC1 | 78%[activator] | 20 | 18% | 43%[activator][5.75 µM] | 9% | 134*
COc1ccc(C(=O)c2cccc(C(=O)c3ccc(OC)c(C)c3)c2)cc1C | 0% | -4 | 9% | 1% | 1% | -6
N/C(=N\c1nc2c(c(=O)[nH]1)CCC2)Nc1cccc2ccccc12 | ? | 1 | 0% | 47%[activator] | -15% | -19
CCN(CC)S(=O)(=O)c1ccc(C(=O)Nc2nnc(C(C)C)s2)cc1 | 4% | -1 | 14% | -1% | 4% | -4
CCN(c1ccccc1)S(=O)(=O)c1ccc(C(=O)Nc2ccc(C)cn2)cc1 | ? | . | . | ? | -21% | .
CC1=C/C(=C(\c2ccc(O)c(C)c2)c2ccccc2S(=O)(=O)O)C=CC1=O | -15% | -2 | 5% | 12% | 9% | -9
CCN(CC)c1ccc(C2C3CCCCC3(O)CCN2C(=O)c2cccs2)cc1 (stereo unspecified) | ? | 5 | -13% | 12µM* | 3% | 13
COc1ccc(C)cc1NC(=O)C1CCN(S(=O)(=O)c2ccccc2)CC1 | -10% | 0 | . | ? | ? | -29
COCCCNC(=O)CCc1nc2cccnc2n1Cc1ccccc1 | 31%[activator] | -5 | 5% | 8.3µM* | 25% | -11
CC1(C(=O)Nc2nccs2)Cc2ccccc2C(=O)O1 (stereo unspecified) | -22% | -3 | 0% | 19% | 9% | -13
c1ccc(-c2ccccc2OCCn2cncn2)cc1 | ? | -4 | -1% | . | -7% | -6
Cc1ccnc(-n2c(-c3ccco3)nc3ccccc3c2=O)c1 | 6% | 6 | 7% | 30%[activator] | -5% | 13
Cc1ccc(S(=O)(=O)NC2=NCN(C3CCCCC3)CN2)cc1 | 1% | -2 | 3% | 109%[activator] | 14% | -8
COc1ccc(/C=C/CN2CCN(Cc3ccccc3)C(CCO)C2)cc1 (stereo unspecified) | ? | -1 | 3% | 45%[activator] | -2% | 2
Cc1cc(NC(=O)c2cccc(S(=O)(=O)Nc3cccc(C(=O)O)c3)c2)no1 | 16% | 6 | 10% | ? | 27% | 4
Cc1nc2ccccc2c(=O)n1/N=C/c1ccc2ccccc2c1O | ? | 46* | ? | ? | -26% | 74*
O=C(/C=C/c1ccoc1)c1ccccc1O | 35%[activator] | 44* | -3% | 2% | 37%[activator] | 97*
COc1ccccc1CN1C[C@@H]2C[C@@H](c3cccc(C)n3)N3CCC[C@@]23C1=O | ? | -3 | -9% | -6% | 2% | -6
CN(CC(=O)NNC(=O)CNC(=O)c1ccccc1F)S(=O)(=O)c1ccc(Cl)cc1 | -25% | . | . | -18% | -10% | .
O=C(Cn1cnc2ccccc2c1=O)c1ccccc1 | 47%[activator] | 39* | 1% | 33%[activator] | 5% | 78*
O=C(NCCCN1CCCC1)c1ccc(CS(=O)(=O)c2c(Cl)cccc2Cl)o1 | 14% | -8 | . | ? | 10% | -2

As a working copy, some entries already given.
Compound | Pf growth 48h | CHX counter | Giardia FBPA inh | Pf growth 96h | HCV inhibitor | Shiga inhibitor
CN(CC(=O)NNC(=O)CNC(=O)c1ccccc1F)S(=O)(=O)c1ccc(Cl)cc1 | -25% | . | . | -18% | -10% | .
O=C(Cn1cnc2ccccc2c1=O)c1ccccc1 | 47%[activator] | 39* | 1% | 33%[activator] | 5% | 78*
O=C(NCCCN1CCCC1)c1ccc(CS(=O)(=O)c2c(Cl)cccc2Cl)o1 | 14% | -8 | . | ? | 10% | -2

(further entries)
Compound | Pf growth 48h | CHX counter | Giardia FBPA inh | Pf growth 96h | HCV inhibitor | Shiga inhibitor
O=C1NCCCN1Cc1ccc(Cl)cc1 | 24% | -2 | -2% | 2% | 25% | 5
COc1ccc(C(=O)Nc2cccc(C(=O)N/N=C/c3ccc(OC)cc3OC)c2)cc1 | 140%[activator] | 39* | . | ? | ? | 47
CCOCCCNc1nc(C)nc2c1nnn2Cc1c(F)cccc1Cl | ? | 0 | -4% | 1% | ? | -9
CC(C)(C)NC(=O)NC(=O)CN1CCN(c2cccc(Cl)c2)CC1 | ? | 1 | 0% | ? | -13% | -2
COC(=O)c1cccc(NC(=S)NCc2ccc(Cl)cc2)c1 | -24% | -1 | 0% | -23% | -16% | -2
COc1ccc(N2CC(C(=O)NCCN3C(=O)S/C(=C\c4cccnc4)C3=O)CC2=O)c(OC)c1 (stereo unspecified) | ? | . | . | -1% | ? | .
CSCCC(NC(=O)c1ccccc1)C(=O)N1CCCCCCC1 (stereo unspecified) | -5% | . | . | -26% | 18% | .
CC(=O)Nc1ccc(OCCOc2ccc(NC(C)=O)cc2)cc1 | . | -4 | 0% | 5% | 19% | -7
COc1ccc(C(=S)N2CCNCC2)cc1 | . | -1 | 6% | 21% | 22% | -7
O=[N+]([O-])c1ccccc1CN1CC=C(c2ccc(F)cc2)CC1 | 9% | 17* | ? | -26% | 2% | 23*
CCOC(=O)C1=C(c2ccccc2)NC(SCC)=C(C#N)C1c1cccnc1 (stereo unspecified) | ? | 5 | 7% | 8.3µM* | -5% | 2
Clc1ccc(Cn2cccc2C2=NCCO2)cc1 | 7% | -2 | -1% | 21% | -5% | -1
CC(=O)Nc1ccc(S(=O)(=O)N2CCN(S(=O)(=O)c3ccccc3)CC2)cc1 | ? | -2 | 3% | ? | 20% | -3
O=C(CN1CCC(NC(=O)c2ccccc2Cl)CC1)NCc1ccccc1 | ? | -4 | -7% | 12% | -8% | 11
CC(=O)N1CCN(c2nc(N)c(C#N)c(CC#N)c2C#N)CC1 | 13% | -1 | ? | 18% | 19% | -13
O=S(=O)(Nc1cccc2nsnc12)c1ccccc1 | . | 10 | -17% | 11% | 9% | 1
Cc1ccc(NC(=O)CO/N=C(\N)c2nonc2N)cc1C | 19% | -2 | 1% | 1% | 0% | -5
N#CC(c1ccccc1F)(c1ncc(C(F)(F)F)cc1Cl)N1CCOCC1 (stereo unspecified) | 11% | -2 | -9% | 79%[activator] | -6% | 14
C=CCN1C(=O)C(C)(C)N(C(=O)c2cccc([N+](=O)[O-])c2)c2ccccc21 | -5% | -1 | 10% | 0% | ? | 15
COc1ccccc1Nc1nc(-c2cccc([N+](=O)[O-])c2)nc2ccccc12 | ? | -4 | -19% | ? | ? | -12
Cc1ccc(/C=C2\C(=N)N3N=C(CC(=O)N4CCCCC4)SC3=NC2=O)cc1 | 39%[activator] | -4 | -15% | 8% | 8% | -6
Cn1nnnc1-c1cc(Cl)cc(Cl)c1 | 5% | 1 | 0% | 21% | 18% | -8
COC(=O)C1=C(C)NC2=C(C(=O)CCC2)C1c1cn(Cc2ccc(Br)cc2)nc1-c1ccccc1 (stereo unspecified) | 8.3µM* | -4 | 1% | 13µM* | ? | -4
CN=C1SC(CC(=O)Nc2cccc(Cl)c2Cl)C(=O)N1C (stereo unspecified) | 13% | -6 | 1% | -13% | 20% | -15
Cn1cnnc1SCC(=O)Nc1c(F)cc(F)cc1Br | . | -5 | 5% | -20% | 9% | -4
COc1ccc(NC(C)=O)cc1NC(=O)CSc1nnc(C2CCCCC2)n1N | 9% | -2 | 2% | ? | . | -10
CCC(=O)N1CCc2cc(S(=O)(=O)CCC(=O)NCCc3ccc(OC)c(OC)c3)ccc21 | -2% | 1 | 2% | 0% | ? | -6
CS(=O)(=O)N1CCN(C(=O)c2csc3ccccc23)CC1 | 14% | -3 | 4% | . | 14% | -3
O=C(c1ccc2oc(CCc3ccccc3)nc2c1)N1CCC(O)CC1 | 153%[activator] | 52* | 0% | 4% | 8% | 75*
COC(=O)c1ccc(COC(=O)C2CC(O)CN2S(=O)(=O)c2ccc([N+](=O)[O-])cc2)cc1 (stereo unspecified) | -12% | . | . | -21% | -3% | .
Cc1sc2nc(SCC(=O)NCc3ccco3)n(CCc3ccccc3)c(=O)c2c1C | 12µM* | -1 | 4% | -1% | 12%&-27% | -1
COc1ccc(C(CNC(=O)c2ccc(C)c(S(=O)(=O)N3CCCCC3)c2)N(C)C)cc1OC (stereo unspecified) | -22% | -1 | 1% | -2% | -4% | 4
CC(C)(C)N1CCC1C(N)=O (stereo unspecified) | 3% | 1 | 7% | ? | . | 24
Cc1cccc(NC(=O)Cc2nc(-c3c[nH]c(C(=O)N4CCCC4)c3)cs2)c1 | 12µM* | . | . | ? | ? | .
CC(C)NCCOCCOc1ccccc1F | . | -5 | -27% | -11% | 28% | -4
